APEX1 inh – APE1 (human) endonuclease inhibition | 0.35% of 350,000 active | P27695 | Potency, µM (top dose mostly 65.8 µM), inactives show top-dose activity change, negative = inhibition, hits mostly inhibitors | recombinant APE1, TAMRA/BHQ-2 abasic DNA cleavage fluorescence | AID 2517;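 further: potency means the concentration at half of the fitted maximal effect; plate controls were vehicle for no effect and reference inhibitor for full effect; nearly all actives have a fitted effect of over 55% in size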
Target sequence (P27695 whole entry, looked up): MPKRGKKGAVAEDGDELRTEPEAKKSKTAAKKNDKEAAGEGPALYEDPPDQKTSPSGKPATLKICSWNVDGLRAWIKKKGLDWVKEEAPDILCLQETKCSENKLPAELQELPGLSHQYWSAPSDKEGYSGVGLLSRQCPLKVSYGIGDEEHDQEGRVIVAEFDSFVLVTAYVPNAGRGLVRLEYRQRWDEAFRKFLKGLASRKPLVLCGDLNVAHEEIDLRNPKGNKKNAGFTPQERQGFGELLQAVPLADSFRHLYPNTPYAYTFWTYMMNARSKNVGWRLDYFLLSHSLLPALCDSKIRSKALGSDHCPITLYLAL
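Measures dequenching upon AP-site incision of a 5'-TAMRA/3'-BHQ-2 THF-containing duplex, 50 nM; human APE1 0.75 nM after 15 min room-temperature exposure to compound; kinetic three-point read at one-minute spacing.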
RGS4 inh – human RGS4 inhibition; 0.039% of 390,000 active; Potency, µM (top dose mostly 114 µM), for the others: top-dose activity change, negative = inhibition, usual class: inhibitors; AID 504845; Transcreener GDP fluorescence polarization, RGS4-accelerated GTP hydrolysis; further: potency means the concentration at half of the fitted maximal effect; on the % scale 0 is the no-effect control and ±100 the full control effect; nearly all actives have a fitted effect of over 75% in size; some results filed as inactive show a strong effect at the top dose
Target sequence (P49798 whole entry, looked up): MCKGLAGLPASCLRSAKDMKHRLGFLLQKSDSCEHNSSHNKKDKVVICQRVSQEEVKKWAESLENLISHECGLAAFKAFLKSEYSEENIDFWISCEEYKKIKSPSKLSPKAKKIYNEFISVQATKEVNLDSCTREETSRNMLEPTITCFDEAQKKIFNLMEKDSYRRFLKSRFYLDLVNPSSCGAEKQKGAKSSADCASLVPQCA
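MLSMR compounds (23 nl, pin-transferred) preincubated 10 min at room temperature with a 500nM (2x) first reagent, then RGS4 at 900nM (2x) plus Transcreener GDP mix added; fluorescence polarization (620/688 nm) read before and after 90 min at 30 °C.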
POLH inh – DNA polymerase eta (human) inhibition. recombinant Pol eta, fluorescent DNA replication assay. Potency, µM (doses to about 114 µM), without a hit: at the highest dose activity change, negative = inhibition, hits mostly inhibitors. 1.2% of 390,000 active. AID 588591; further: potency means the concentration at half of the fitted maximal effect; on the % scale 0 is the no-effect control and ±100 the full control effect
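Fluorescent replication assay: 50 nM final substrate added after a 15 min room-temperature compound preincubation with 10 nM enzyme. Signal taken at 0 min and again at 10 min.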
12-LOX inh – blocks human arachidonate 12S-lipoxygenase; P18054; purified 12hLO, xylenol orange hydroperoxide absorbance; Potency, µM (doses to about 108 µM), without a hit: top-dose activity change, negative = inhibition, most hits filed as inhibitors; 1.1% of 580,000 active; further: potency means the concentration at half of the fitted maximal effect; on the % scale 0 is the no-effect control and ±100 the full control effect
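Purified human 12hLO (150 nM final) in 25 mM Hepes, 0.01% Triton X-100, pH 7.0 was preincubated 15 min at room temperature with compound. Then 40 uM arachidonic acid was added, 30 min. Hydroperoxide was read by Fe-XO absorbance ratio 573/405 nm.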
LDHA block – blocks human lactate dehydrogenase A; P00338; purified LDHA, NADH/diaphorase-resazurin fluorescence; stronger effect = lower value; activity change, % (values are at about 110 or 230 µM); 0.15% of 480,000 active; AID 1347041; in the data active means activity change below about -30%; inconclusive means mostly about -25% to -30%;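 further: plate controls were DMSO wells for no effect and wells without enzyme for full effect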
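Resorufin fluorescence (ex540/em590), read at 0 and 20 min after diaphorase/resazurin addition, reports the NADH left after a 5 min room-temperature reaction of 2 nM human LDH5 with 0.06 mM NADH and 0.2 mM pyruvate.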
Anesthetic bind – binds horse apoferritin like a general anesthetic; P02791; apoferritin/1-aminoanthracene competitive binding, fluorescence; Potency, µM (titrated, usually from 77.5 µM), without a hit: at the top dose activity change, negative = displacement, actives largely listed as inhibitors; 0.074% of 350,000 active; further: potency means the concentration at half of the fitted maximal effect; on the % scale 0 is the no-effect control and ±100 the full control effect; nearly all actives have a fitted effect of over 20% in size
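Probe: 1-aminoanthracene (50% saturated, PBS). Protein: horse-spleen apoferritin, 10 uM. Incubation: 10 min, room temperature. Detection: 380 nm excitation, 535 nm emission. Analysis: normalized response, four-parameter Hill.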
ERG-DNA inh – ERG Ets/DNA interaction inhibition; P11308; fluorescence polarization, His-ERG Ets domain / labelled DNA; Potency, µM (titrated, usually from 76.9 µM), inactives show top-dose FP activity, negative = inhibition, usual class: inhibitors; 0.028% of 370,000 active; active means well fitted inhibition curve with a large enough effect in the polarisation, with a control signal flat; inconclusive means small, poorly fitted or top-dose-only effect, or effect the other way, or a change in a side signal; inactive means no such curve, though single readings can be large or run the other way; the % refers to the polarisation;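 further: polarization taken with two DNA probes labelled with fluorescein and Texas red; potency means the concentration at half of the fitted maximal effect; % of control where 0% means no effect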
Target sequence (P11308 whole entry, looked up, the tested form may be a part): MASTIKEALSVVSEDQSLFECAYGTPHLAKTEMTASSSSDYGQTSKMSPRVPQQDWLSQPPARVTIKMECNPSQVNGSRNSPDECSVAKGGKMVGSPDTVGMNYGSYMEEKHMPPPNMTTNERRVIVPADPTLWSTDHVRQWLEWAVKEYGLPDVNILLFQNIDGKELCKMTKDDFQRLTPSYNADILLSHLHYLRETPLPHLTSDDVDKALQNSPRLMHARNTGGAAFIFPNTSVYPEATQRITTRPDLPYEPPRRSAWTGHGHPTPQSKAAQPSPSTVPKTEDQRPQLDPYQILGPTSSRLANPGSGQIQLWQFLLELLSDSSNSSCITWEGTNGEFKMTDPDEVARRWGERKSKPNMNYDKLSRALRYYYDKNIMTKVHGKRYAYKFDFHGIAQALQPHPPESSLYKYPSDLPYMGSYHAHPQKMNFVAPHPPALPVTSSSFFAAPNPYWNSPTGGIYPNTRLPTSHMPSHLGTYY
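His-tagged ERG Ets domain (1 uM in the protein solution; 300mM KCl, 50mM Tris-HCl, 1mM EDTA, 1mM DTT, pH 7.5) received compound, then a probe mix of 5 nM fluorescein-DNA and 100nM Texas-615-DNA. Fluorescence polarization was read for both dyes.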
Pol kappa inh – inhibitors of human DNA polymerase kappa; Potency, µM (highest dose often 107 µM), for inactives: at the highest dose activity, negative = inhibition, actives largely listed as inhibitors; AID 588579; purified Pol kappa, fluorescent DNA synthesis assay, 10 min; Q9UBT6; 0.53% of 400,000 active; further: potency means the concentration at half of the fitted maximal effect; on the % scale 0 is the no-effect control and ±100 the full control effect
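50 nM final substrate added after 15 min RT preincubation of 10 nM Pol kappa with compound; fluorescence read at 0 and 10 min.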
Pol beta inh – blocks human DNA polymerase beta activity; P06746; Pol beta primer extension/strand displacement, fluorescence kinetic; Potency, µM (top dose mostly 114 µM), for the others: at the highest dose activity change, negative = inhibition, usual class: inhibitors; 1.3% of 340,000 active; further: potency means the concentration at half of the fitted maximal effect; on the % scale 0 is the no-effect control and ±100 the full control effect
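Values derive from four-parameter Hill fits of normalized kinetic data: reads at 0 and 10 min following addition of 50 nM substrate to 10 nM Pol beta preincubated 15 min with compound.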
Numbers without * were called inactive; ? = inconclusive; nt = no result given; & = joins results of further samples; [ ] = dose if it differs, or a comment. Unless noted, the call rests on the fitted dose curve; in most records, active means well fitted curve in the direction sought with a large enough effect; inconclusive means small, poorly fitted or top-dose-only effect, or another doubt; inactive means no such curve, though single readings can be large; an effect the other way counts as inactive or inconclusive.

Below each SMILES: Pol beta inh, Pol kappa inh, LDHA block, ERG-DNA inh, RGS4 inh, APEX1 inh, 12-LOX inh, POLH inh, Anesthetic bind
CC(C)(C)C(=O)OC[N+](C)(C)CCOC(=O)C(O)(c1ccccc1)C1CCCC1 (stereo not given)
    -11%, -12%, -5, 6%, 5%, 14%, -27%, -10%, -7%
COc1ccc(CCNCc2ccccc2)cc1
    13%, -3%, -19, 2%, 0%, 7%, ?, -6%, 9%
COC(=O)CCCCC1SCC(NC(=O)c2ccccc2)C1Cl (stereo not given)
    0%, -7%, -8, -4%, 16%, 0%, -6%, -3%, -14%
CN1C(=O)C(C2CCCCC2)C(=O)N(C)C1=O
    nt, 2%, -5, -9%, -25%, nt, 0%, -22%, nt
Cc1cc(C)c(N=Cc2c(O)[nH]c(=O)[nH]c2=O)c(C)c1
    -8%, 0%, -8, 5%, -2%, 33%, 2%, -13%, -3%
O=C1NC(=O)C(=Cc2ccc(Sc3ccccc3)o2)C(=O)N1
    17%, -3%, -25, ?, ?, 22%, ?, ?, ?
COC1=CC=C2[C@H]3Cc4ccc(OC)c5c4[C@@]2(CCN3C)[C@H]1O5
    1%, 6%[12 µM], 14, -9%, -19%, 13%&-2%, 59%[activator], -15%, 0%
ClCCOCCCl
    nt, 0%, 4, 7%, 16%, -12%&20%, -3%, -1%, nt
COc1ccc(CN2CCCC(C(=O)c3sccc3C)C2)cc1O (stereo not given)
    5%, -8%, -1, 2%, 17%, 4%, -7%, -14%, -21%
O=C1/C(=C/c2cccnc2)N2CCC1CC2
    2%, 0%, 3, -7%, -1%, 3%, -1%, -15%, -10%
CCCc1nc2ccccc2c(=O)n1-c1ccc(OC)cc1
    10%, -16%, -6, -2%, -1%, 10%, -3%, -15%, -9%
Nc1ccc(Br)cc1
    nt, -12%, -5, -7%, 7%, 4%, 8%, -11%, nt
C=CCn1c(O)c(C(C)=NCCC2=CCCCC2)c(=O)[nH]c1=O
    -1%, -15%, -11, -8%, -19%, -1%, -2%, 5%, -14%
CN1Cc2cnnn2-c2ccccc2C1c1ccccc1 (stereo not given)
    nt, 7%, -1, -22%, 0%, nt, 2%, -17%, nt
C[C@]12CCC3C(CC[C@H]4C[C@H](O)[C@H](O)C[C@]34C)C1CC[C@@H]2O (stereo not given in full)
    nt, 0%, -3, 12%, -45%, nt, 12%, -16%, nt
CCOC(=O)C1(c2ccccc2)CCN(CCC(=O)Nc2ccc(F)cc2)CC1
    nt, 13%, 0, 0%, 17%, 19%, -12%, -18%, nt
CCC(=O)OC1(c2ccccc2)C(C)CN(C)CC1C (stereo not given)
    58%, -9%, -9, 4%, 10%, 19%, 7%, -4%, -3%
O=C1CCCN1C(=O)c1cncc(Br)c1
    2%, -11%, -9, 2%, 1%, 4%, -1%, -10%, -4%
CCSc1nnc(C(N)Cc2ccccc2)o1 (stereo not given)
    22%, -10%, -19, -7%, 47%, -1%, 3%, 7%, -9%
Nc1cccc2c1Cc1cc([N+](=O)[O-])ccc1-2
    nt, -18%, -2, 2%, 10%, nt, -26%, -26%, nt
CC(=O)C1C(=O)NC23CCCCC2C1c1ccccc1O3 (stereo not given)
    28%, -4%[60.1 µM], -1, nt, 11%, -2%, -20%, -6%, -13%
CCOC(=O)C(O)(c1ccc(NC(=O)NC)cc1)C(F)(F)F (stereo not given)
    19%, -1%, -4, 1%, -9%, 0%, 132%[activator], -3%, -12%
O=C(/C=C/c1ccccc1)NCCc1cnc[nH]1
    6%, -2%, -10, 2%, 14%, -6%, 1%, -19%, -2%
COc1ccccc1OCC(=O)N1CCN(Cc2ccc3c(c2)OCO3)CC1
    28%, -9%, -5, -4%, 1%, 2%, -17%, -11%, -3%
COc1ccc(C2SCC(=O)Nc3c2c(C)nn3-c2ccccc2)cc1OC (stereo not given)
    29%, -7%, 0, 2%, -26%, -2%, -23%, -1%, -9%
Nc1c2c(nc3sc4c(c13)CCCCC4)CCCC2
    2%, -1%, -3, 8%, -23%, 2%, 10%, ?, -8%
CC(c1ccccc1)[n+]1ccccc1 (stereo not given)
    nt, 8%, -5, 4%, 3%, 19%, -27%, -25%, nt
CC(C)(C#N)Nn1cnnc1
    -3%, 0%, 1, 6%, 5%, 2%, 0%, -15%, 15%
Cc1ccc(-n2c(O)c(/C=N/NC(=O)c3ccncc3)c(=O)[nH]c2=O)cc1
    -8%, -3%, -3, 5%, 13%, 2%, -7%, -1%, -1%
Cc1cc(Cl)ccc1OC(C)C(=O)O (stereo not given)
    2%, -7%, -12, -3%, 12%, 3%, -17%, -10%, 0%
Cc1nc2ccc(Nc3nc4cc(S(=O)(=O)N5CCOCC5)ccc4o3)cc2s1
    -10%, -10%, 12, 3%, -24%[11.4 µM], -11%, ?, ?, -3%
CN1C(=O)N(C)C(=O)C2(Sc3ccccc3C2=O)C1=O
    -17%, -5%, -1, -12%, -37%, 0%, ?, 7%, -15%
COc1ccc(C(=O)N2Cc3cnnn3-c3ccccc3C2C#N)cc1 (stereo not given)
    nt, -10%, -11, 0%, 5%, nt, -4%, -4%, nt
Cc1nnc(NC(=O)c2cccn(Cc3ccc(Cl)cc3)c2=O)s1
    3%, -4%[60.1 µM], -3, 5%, -10%, nt, 0%, -1%, -13%
O=C1NC(=S)N(C2CC2)C(=O)/C1=C/c1ccc2c(c1)CCN2CCCCl
    20µM*, 40µM*, 3, 4%, ?, ?, ?, 7.9µM*, -10%
O=C1NC(=O)C(Nc2ccccc2)C(=O)N1
    nt, -6%, 3, 6%, -25%, nt, -1%, 4%, nt
Clc1ccc2c(N3CCNCC3)ccnc2c1
    20%, -2%, -2, -7%, -12%, 5%, 0%, 2%, -2%
COc1ccc(CCC(=O)NCCc2cnc[nH]2)cc1
    0%, -20%, -1, 19%, -2%, 6%, -21%, -13%, -9%
C=C(C=O)C[C@@H]1C[C@H](O)C2OC3C[C@]4(C)OC5/C=C\CC6OC7C(CC=CCC6OC5CCCC4OC3CC2O1)OC1CC2OC3CC(=O)OC3C[C@@H](C)C[C@@]2(C)OC1C[C@@H]7C (stereo not given in full)
    0%, 2%, -8, 13%, -10%, -11%&-1%, -1%, -5%, -3%
CCC1C(C#N)=C(N)Oc2c1c(=O)oc1ccccc21 (stereo not given)
    11%, 0%, -7, 0%, 6%, 23%, ?, -3%, -2%
Cc1ccnc(-n2c(C)cc(/C=C3\C(=O)NC(=S)N(C)C3=O)c2C)c1
    -12%, -9%, -2, 16%, ?, 1%, ?, -22%, 5%
CC(Cc1ccccc1)[n+]1cc(/N=C(\[O-])N(C)C)on1 (stereo not given)
    21%, -12%, 1, -12%, -14%, 10%, ?, -10%, -8%
CCn1c(=O)cc(OCC(=O)N2CCC3(CC2)OCCO3)c2ccccc21
    -1%, -2%, -3, 9%, 2%, -6%, 1%, -8%, -10%
COC(=O)C1=C(c2c(C)noc2C)C[C@@H]2CC[C@H]1N2C(=O)NC1CC1
    nt, 4%, 2, 0%, 5%, 30%, 18%, -12%, nt
COc1ccc(CCNC(=O)C(=O)NCC2OCCN2S(=O)(=O)c2ccc(Cl)cc2)cc1 (stereo not given)
    6%, -17%, -17, 6%, 12%, 23%, -3%, ?, -3%
CN1C(=O)C(=Cc2ccc(Sc3ccccc3)o2)C(=O)N(C)C1=O
    ?, -8%, 1, ?, -32%, -6%, ?, 0%, 2%
Cc1cc(C=C2C(=O)N(C)C(=S)N(C)C2=O)c(C)n1C1CCCCC1
    40µM*, -22%, 0, -2%, 2%, -5%, ?, 14µM*, -20%
O=C(Nc1ccccc1)Oc1ccccc1
    2%, 0%, -3, 2%, 3%, 1%, 6%, -7%, -4%
CCC1CN1P(=O)(c1ccccc1)N1CC1CC (stereo not given)
    nt, -14%, -9, -5%, 5%, nt, -9%, -11%, nt

In the list so far, these contain an aryl methoxy group.
Below each SMILES: Pol beta inh, Pol kappa inh, LDHA block, ERG-DNA inh, RGS4 inh, APEX1 inh, 12-LOX inh, POLH inh, Anesthetic bind
COc1ccc(CCNCc2ccccc2)cc1
    13%, -3%, -19, 2%, 0%, 7%, ?, -6%, 9%
COC1=CC=C2[C@H]3Cc4ccc(OC)c5c4[C@@]2(CCN3C)[C@H]1O5
    1%, 6%[12 µM], 14, -9%, -19%, 13%&-2%, 59%[activator], -15%, 0%
COc1ccc(CN2CCCC(C(=O)c3sccc3C)C2)cc1O (stereo not given)
    5%, -8%, -1, 2%, 17%, 4%, -7%, -14%, -21%
CCCc1nc2ccccc2c(=O)n1-c1ccc(OC)cc1
    10%, -16%, -6, -2%, -1%, 10%, -3%, -15%, -9%
COc1ccccc1OCC(=O)N1CCN(Cc2ccc3c(c2)OCO3)CC1
    28%, -9%, -5, -4%, 1%, 2%, -17%, -11%, -3%
COc1ccc(C2SCC(=O)Nc3c2c(C)nn3-c2ccccc2)cc1OC (stereo not given)
    29%, -7%, 0, 2%, -26%, -2%, -23%, -1%, -9%
COc1ccc(C(=O)N2Cc3cnnn3-c3ccccc3C2C#N)cc1 (stereo not given)
    nt, -10%, -11, 0%, 5%, nt, -4%, -4%, nt
COc1ccc(CCC(=O)NCCc2cnc[nH]2)cc1
    0%, -20%, -1, 19%, -2%, 6%, -21%, -13%, -9%
COc1ccc(CCNC(=O)C(=O)NCC2OCCN2S(=O)(=O)c2ccc(Cl)cc2)cc1 (stereo not given)
    6%, -17%, -17, 6%, 12%, 23%, -3%, ?, -3%

Only part of the results is shown; count on the stated rates, not on these rows.
